# Assay outcomes from PubChem BioAssay.
# UBC13 polyUb: inhibitors of human UBC13 polyubiquitin chain formation. TR-FRET. inhibition, % at 20 µM. 330,000 tested, 0.47% active; in the data active means inhibition above about 45%, passing the limit was not always enough
# MIN6 prolif: inducers of beta-cell replication in MIN6 cells; MIN6 cells proliferation, ATPlite luminescence, 48 h; cells starved in 0.2% serum; 100% = growth in 10% serum; proliferation, % at 10 µM; 330,000 tested, 0.29% active;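 active means compounds whose signal lies at least 3.5 SD above the mean of all wells on their plate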;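 further: 0% = DMSO-treated cells in low-serum medium and 100% = 10% serum control; some compounds called inactive have numbers as strong as hits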
# HKDC1 inh: inhibitors of human hexokinase HKDC1; recombinant HKDC1, G6PDH/diaphorase resazurin coupled fluorescence; inhibition, % at 20 µM; 340,000 tested, 0.16% active;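 active means inhibition above about 35% when tested at 20 µM, limit read from the data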;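 further: plate controls were DMSO wells with enzyme for no effect and DMSO wells lacking enzyme for full effect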
#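 Assay system: recombinant HKDC1 hexokinase; detection: coupled resazurin fluorescence, excitation 525 nm, emission 613 nm; benchmarks: DMSO-plus-enzyme-mix negative control, buffer-substituted positive control; compound dosing: single 20 µM dose; schedule: 90 min at room temperature in dark; also added: glucose plus 1 mM ATP as hexokinase substrates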
# PfG6PD inh: PfG6PD (Plasmodium falciparum) enzyme inhibition; AID 504690; 350,000 tested, 0.78% active; PfGluPho enzyme, NADPH resazurin-diaphorase fluorescence; inhibition, % at 20 µM;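 active means inhibition reaching at least a set limit at 20 µM in the primary screen, cut at about 59% in these data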;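 further: 0% = DMSO wells with substrate and 100% = DMSO wells lacking glucose-6-phosphate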
# SENP8 block-1: blocks the human protease SENP8; Q96LD8; purified SENP8, Z-RLRGG-aminoluciferin cleavage, luminescence; inhibition, % at 10 µM; 330,000 tested, 1.2% active; AID 2540; in the data active means inhibition above about 50%
# Target sequence (Q96LD8 whole entry, looked up): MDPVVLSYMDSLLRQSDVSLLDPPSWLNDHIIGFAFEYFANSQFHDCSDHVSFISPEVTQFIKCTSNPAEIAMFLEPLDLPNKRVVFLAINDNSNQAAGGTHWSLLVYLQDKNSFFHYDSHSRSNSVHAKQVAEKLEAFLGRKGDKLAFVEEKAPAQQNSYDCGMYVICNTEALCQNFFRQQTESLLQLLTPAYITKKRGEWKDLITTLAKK
# SENP7 inh: blocks the human protease SENP7; AID 434973; recombinant SENP7, Z-RLRGG-aminoluciferin luminescence, 40 min; inhibition, % at 5 µM; 330,000 tested, 1.5% active; Q9BQF6;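 active means inhibition above about 50% at the single test dose, limit read from the data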;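 further: plate controls were DMSO with enzyme for no effect and no enzyme buffer wells for full effect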
# Target sequence (Q9BQF6 706-1050 limits assumed): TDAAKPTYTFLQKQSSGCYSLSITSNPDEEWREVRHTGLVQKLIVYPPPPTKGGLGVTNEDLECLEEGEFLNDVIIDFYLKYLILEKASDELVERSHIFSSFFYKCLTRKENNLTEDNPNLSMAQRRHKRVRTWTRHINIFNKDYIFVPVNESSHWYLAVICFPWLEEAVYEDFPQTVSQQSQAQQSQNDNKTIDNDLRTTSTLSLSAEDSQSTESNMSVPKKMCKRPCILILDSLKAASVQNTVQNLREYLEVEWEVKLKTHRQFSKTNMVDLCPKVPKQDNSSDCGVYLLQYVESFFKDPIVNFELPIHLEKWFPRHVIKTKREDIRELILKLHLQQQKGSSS
# SENP1 inh: SENP1 (human) catalytic domain inhibition; recombinant SENP1 catalytic domain, CyPet-SUMO1-YPet FRET cleavage; inhibition, % at 10 µM; Q9P0U3; 360,000 tested, 0.21% active; AID 624204;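 active means inhibition at least 30% at 10 µM, raw YFP signal under a set limit, fluorescence ratio 0.5 to 1.5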;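 further: 0% = enzyme with DMSO and 100% = no enzyme wells; some results filed as inactive read as strong as hits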
#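 material = recombinant human SENP1 catalytic domain, His6-tagged | quantity = 20 pM enzyme | reagent = 25 nM SUMO1 FRET substrate | compound dosing = 10 µM single point, 0.5% DMSO | timing = 50 min enzyme reaction, room temperature, light-protected | detection = FRET, CFP and YFP emission | control set = no-enzyme low, enzyme-DMSO high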
# SENP6 inh: inhibitors of human SENP6 protease; Q9GZR1; Recombinant SENP6 catalytic domain, aminoluciferin luminescence; inhibition, % at 10 µM; 330,000 tested, 1.8% active; AID 2599;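 active means inhibition above about 50% at the single tested dose, limit read from the data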;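 further: plate controls were DMSO wells with enzyme for no effect and DMSO wells lacking enzyme for full effect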
# Target sequence (Q9GZR1 628-1112 limits assumed): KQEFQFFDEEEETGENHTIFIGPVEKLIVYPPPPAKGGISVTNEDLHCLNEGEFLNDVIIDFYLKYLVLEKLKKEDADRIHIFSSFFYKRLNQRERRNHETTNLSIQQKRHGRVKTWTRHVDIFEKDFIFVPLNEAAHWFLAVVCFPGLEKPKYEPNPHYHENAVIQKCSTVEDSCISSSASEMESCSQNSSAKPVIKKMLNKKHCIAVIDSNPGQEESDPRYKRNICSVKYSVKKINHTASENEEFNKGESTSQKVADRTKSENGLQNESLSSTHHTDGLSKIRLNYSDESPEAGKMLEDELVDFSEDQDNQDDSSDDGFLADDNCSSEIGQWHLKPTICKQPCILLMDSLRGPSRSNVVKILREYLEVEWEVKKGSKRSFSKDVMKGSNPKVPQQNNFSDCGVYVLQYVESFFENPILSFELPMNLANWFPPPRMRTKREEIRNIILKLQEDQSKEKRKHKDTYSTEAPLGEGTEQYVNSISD
# SENP8 block-2: blocks human SENP8 cleavage of Nedd8 substrate | Q96LD8 | recombinant SENP8, Nedd8 substrate fluorescence | inhibition, % at 20 µM | 360,000 tested, 0.64% active | AID 602440; in the data active means inhibition mostly above about 40%, no sharp cut-off; inactive means mostly below about 27%
# The depositor's hits bear a star; x = no result given.
structure,UBC13 polyUb,SENP8 block-2,SENP8 block-1,SENP1 inh,MIN6 prolif,SENP7 inh,SENP6 inh,HKDC1 inh,PfG6PD inh
Cc1ccc(Nc2cc(C)nc(-c3ccccc3O)n2)cc1,18,-273,5,-7,-5,8,-12,4,28
O=C(NCc1ccccc1)c1cccc(COc2cccc(Cl)c2)c1,3,23,-3,4,-3,6,-2,-1,17
O=c1oc2ccccc2cc1-c1csc(Cc2nc(-c3ccc(Br)cc3)cs2)n1,7,-331,4,-2,-2,-1,-19,-9,1
COCC(C)N=C1NN=C(c2ccc(NC(C)=O)cc2)CS1 (stereo not drawn),2,-19,-2,3,3,5,-1,-6,1
CC1CC(C)CN(C(=O)CCC(=O)Nc2nnc(C3CCCCC3)s2)C1 (stereo not drawn),-1,8,-9,0,-1,12,-2,-1,-12
COc1ccc(C)c2sc(NNC(=O)COc3ccccc3)nc12,4,x,-1,x,-1,8,-4,x,x
CC(=O)Nc1cccc(C(=O)OCC(=O)NC(=O)Cc2ccccc2)c1,0,-5,-10,0,7,4,-14,-5,3
Fc1cccc(Nc2nc(N3CCOCC3)nc(N3CCOCC3)n2)c1,1,9,7,0,-5,-2,9,-4,-16
Cn1c(=O)cc(OCCCC(=O)Nc2ccc3c(c2)OCCO3)c2ccccc21,2,4,-11,1,-2,-9,5,-1,7
Cc1nn(-c2ccc(F)cc2)c(C)c1CN1CCN(CCC(C)C)C(CCO)C1 (stereo not drawn),3,8,4,2,-1,0,17,0,-5

# Ordered by length of the SMILES (ascending): some entries from above
structure,UBC13 polyUb,SENP8 block-2,SENP8 block-1,SENP1 inh,MIN6 prolif,SENP7 inh,SENP6 inh,HKDC1 inh,PfG6PD inh
COc1ccc(C)c2sc(NNC(=O)COc3ccccc3)nc12,4,x,-1,x,-1,8,-4,x,x
CC(=O)Nc1cccc(C(=O)OCC(=O)NC(=O)Cc2ccccc2)c1,0,-5,-10,0,7,4,-14,-5,3
Cn1c(=O)cc(OCCCC(=O)Nc2ccc3c(c2)OCCO3)c2ccccc21,2,4,-11,1,-2,-9,5,-1,7

# Next part
structure,UBC13 polyUb,SENP8 block-2,SENP8 block-1,SENP1 inh,MIN6 prolif,SENP7 inh,SENP6 inh,HKDC1 inh,PfG6PD inh
COc1ccc(-c2nnn(CC(=O)Nc3sc4c(c3C#N)CCCC4)n2)cc1,-3,8,-5,-1,-3,9,-19,5,-14
COc1ccc(Cl)cc1N(CC(=O)Nc1ccc2c(c1)OCCO2)S(C)(=O)=O,6,17,-4,-1,-4,0,-2,-15,-8
Cc1cc(C)cc(OCC(=O)N/N=C/c2ccccn2)c1,-13,7,7,-13,0,-5,0,1,-10
CN(c1ccc(O)cc1)c1nc(-c2ccccc2)cs1,x,11,x,-1,x,x,x,4,8
COc1ccc(C(=O)OCCc2ccc(O)cc2)cc1,-3,19,5,0,-4,-1,-2,3,-9
O=C(O)CNC(=O)c1ccc(N2CCOCC2)cc1[N+](=O)[O-],-21,12,-7,1,-1,-2,6,-4,-8
CCOC(=O)c1sc2nc(SCC(=O)N(CC)CC)n(CCCN3CCCC3=O)c(=O)c2c1C,9,18,3,1,-1,-14,1,-1,-4
CN(C)C(=O)c1cc([N+](=O)[O-])cc([N+](=O)[O-])c1N(C)C,-8,11,-5,2,-2,12,-9,-9,-7
CC(=O)Nc1ccc(S(=O)(=O)N2CCN(C(=O)c3ncoc3-c3ccccc3F)CC2)cc1,2,11,-7,3,2,-4,-19,-7,16
CCN1/C(=C2\OC(=S)N(C)C2=O)Sc2ccccc21,-12,-235,-1,-34,-3,4,-19,-1,1
Cc1ccc(Cl)cc1N1CCN(S(C)(=O)=O)CC1,-7,3,-6,3,-4,67*,4,-6,-8
CCOC(=O)C1CCCN(C(=O)c2ccc(C)c(NC(=O)C3=C(C)OCCS3)c2)C1 (stereo not drawn),8,0,-6,3,-2,1,3,3,9
C=CCN(c1ccc(OC)cc1)S(=O)(=O)c1ccc(Cl)c(C(=O)OCC(=O)c2c(N)n(C)c(=O)n(C)c2=O)c1,x,6,x,-2,x,x,x,0,12
N#CC1(NC(=O)COC(=O)c2nccnc2N)CCCCC1,11,-454,4,-29,1,-3,10,-2,7
O=C(NCc1ccccn1)C1CCN(S(=O)(=O)N2CCCCC2)CC1,-7,-5,-2,-3,-1,-6,-14,1,-9
Cc1ccc(S(=O)(=O)N2CCc3ccccc3CC2)cc1,x,5,x,-2,x,x,x,-3,4
CCC(C(=O)NCCCN1CC(C)CC(C)C1)n1nc(C)c2sc3ccccc3c2c1=O (stereo not drawn),13,-12,7,2,-2,2,7,-4,-1
COC(=O)C1CCN(C(=O)CN2C(=O)NC(CC(C)C)C2=O)CC1 (stereo not drawn),-1,5,-3,-1,2,-14,-8,-4,-6
C=CCc1ccc(OCC(O)CN2CCN(c3ccccc3)CC2)c(OC)c1 (stereo not drawn),6,19,-5,-2,0,-3,15,3,18
Cc1coc2cc3oc(=O)c(CCC(=O)NCCCn4ccnc4)c(C)c3cc12,21,-200,2,0,-1,2,-19,-5,-6
Cc1c(CCOC(=O)c2ccc(Cl)cc2Cl)sc[n+]1CC(=O)c1ccccc1,38,18,-14,1,-6,-9,-7,-6,-8
Cc1cc(NC(=O)COC(=O)Cn2[nH]c(=O)c3ccccc3c2=O)c([N+](=O)[O-])cc1C,2,6,-1,-2,1,8,-11,0,6
CCOc1ccc(OCCC(=O)N(CCOC)c2c(N)n(Cc3ccccc3)c(=O)[nH]c2=O)cc1,x,0,x,-1,x,x,x,-4,2
CS(=O)(=O)N1CCN(c2ccc([N+](=O)[O-])c(NCCN3CCOCC3)c2)CC1,-57,22,-8,5,2,-1,-7,1,5
CC(=O)Nc1ccccc1NC(=O)c1ccc(C)c(C)c1,-3,0,-2,0,0,3,-5,1,14
O=C1NC(=S)N/C1=C/c1cccc([N+](=O)[O-])c1O,-171,25,-1,40*,-3,3,-1,-4,31
Cc1ccc(CNC(=O)COC(=O)C2CC2)cc1,-3,9,-7,2,-4,-2,-12,-5,-10
CC(NC(=O)NCC1CCCO1)(C(F)(F)F)C(F)(F)F (stereo not drawn),-8,17,-7,-2,-1,-7,-17,-8,-3
C=CCN(CC=C)c1cnn(-c2nc3ccccc3[nH]2)c(=O)c1Cl,10,-226,58*,0,-2,77*,87*,-4,28
CCOc1ccc(-c2nc(=S)[nH][nH]2)cc1,1,-60,6,1,-1,1,-12,6,20

# Single values from the results shown.
# In HKDC1 inh, CS(=O)(=O)N1CCN(c2ccc([N+](=O)[O-])c(NCCN3CCOCC3)c2)CC1 is entered as 1
# In SENP8 block-1, C=CCN(CC=C)c1cnn(-c2nc3ccccc3[nH]2)c(=O)c1Cl is entered as 58*
# In SENP1 inh, O=C1NC(=S)N/C1=C/c1cccc([N+](=O)[O-])c1O is entered as 40*

# (cont.)
structure,UBC13 polyUb,SENP8 block-2,SENP8 block-1,SENP1 inh,MIN6 prolif,SENP7 inh,SENP6 inh,HKDC1 inh,PfG6PD inh
CC(C)(C)OC(=O)C1C(=O)CC(C)(O)C(C(=O)OC(C)(C)C)C1c1ccco1 (stereo not drawn),6,6,7,2,3,5,0,0,-14
O=C(CN1CCCCCC1)Nc1ccc(Cl)cn1,-7,10,-6,0,-2,-7,-12,-2,-5
Cc1cc(NC(=O)CSc2nnc(C(F)(F)F)n2C)no1,7,7,9,-1,-3,-7,0,-2,2
O=C(CN1C(=O)NC2(CCOc3ccccc32)C1=O)NCCc1ccccc1 (stereo not drawn),19,-8,3,-4,0,-3,-13,-3,6
COc1cccc(N2CC(NC(=O)c3ccc4ccccc4c3)CC2=O)c1 (stereo not drawn),3,3,3,3,-3,-7,-10,-4,7
CCCS(=O)(=O)c1nc(S(=O)(=O)c2ccc(C)cc2)c(N2CCc3ccccc3C2)s1,-3,17,-2,-4,-6,9,2,-10,3
CCCCSc1nc2sc3c(c2c(=O)n1-c1ccc(OC)cc1)CCN(C)C3,15,-111,-2,-32,-6,3,1,6,-6
COc1ccc(-n2nnc3c(SCC(=O)Nc4ccccc4F)ncnc32)cc1,-7,-47,-9,0,0,2,-12,0,4
Cc1ccc2nc(N3CCN(C(=O)c4ccco4)CC3)sc2c1,-1,-2,-14,0,-3,-8,-10,-4,15
CCNC(=S)Nc1ccc(C)c(S(=O)(=O)Nc2ccccc2OC)c1,3,21,1,2,-2,1,-5,19,-13
CCOCCc1nnc(NC(=O)C2CC(=O)N(CCc3ccc(F)cc3)C2)s1 (stereo not drawn),3,9,0,1,0,5,-7,4,1
Cc1ccc(-n2c(-c3cccnc3)n[nH]c2=S)c(C)c1,-8,9,-9,2,0,-9,-10,0,34
Cc1nnsc1NC(=O)OCC(C)C,-15,11,-7,-1,-1,-12,-9,-2,13
Nc1nc(SC2c3cccc4cccc(c34)C2NS(=O)(=O)c2ccccc2)n[nH]1 (stereo not drawn),4,7,0,1,0,2,-8,-23,4
O=C(COC(=O)c1ccc(Cl)c(S(=O)(=O)N2CCCCC2)c1)NCc1ccco1,3,5,3,-2,-3,5,-38,2,-1
CC(C)[C@H](N)c1nnc(SCC(=O)c2ccc(Cl)cc2)o1,14,-3,-4,2,-3,-5,9,-7,8
CC(C)c1ccc(C2C(C#N)=C(N)N3C(=C2C#N)Sc2ccccc23)cc1 (stereo not drawn),-18,x,-3,x,2,3,-4,x,x
CN(c1cccc(NC(=O)CN(c2ccc(F)cc2)S(C)(=O)=O)c1)S(C)(=O)=O,-9,4,-10,4,-3,-2,7,-6,-23
CC1(C(=O)c2ccccc2)C2c3c(ccc4ccccc34)OC(=O)C21C(=O)N1CCOCC1 (stereo not drawn),2,19,-1,2,0,-1,-3,1,-4
COc1cccc(CN(C)C(=O)c2ccc(NS(=O)(=O)c3ccc(F)cc3)cc2)c1OC,-3,13,0,3,0,6,-7,4,-20
O=C(CSCc1c(Cl)cccc1Cl)NN1C(=O)c2ccccc2C1=O,6,9,3,0,-3,7,16,-5,-9
O=C(Nc1ccc2nc(-c3ccco3)c(-c3ccco3)nc2c1)N1CCN(c2ccccn2)CC1,11,-190,0,-27,0,-4,-95,57*,81*
CCOc1ccc(C(=O)NCCC(=O)N2CCC3(CC2)NCCc2[nH]cnc23)cc1OCC,11,19,-15,3,-2,-7,3,-5,4
Brc1cccc(-c2cnco2)c1,-4,8,-9,1,1,-6,-11,-5,14
CCSc1nnnn1-c1ccccc1,0,14,-1,1,-3,-8,-18,-11,-31
COc1cccc(CN2CC(O)=C(c3nc(-c4ccc(Cl)cc4)cs3)C2=N)c1,-2,14,-4,0,-5,-1,1,3,0
CCc1nn(CC(=O)NCCCN2CCOCC2)c(=O)c2cc3c(OC)cccc3n12,x,-374,x,2,x,x,x,-1,-9
O=C(NCCc1ccccc1)c1n[nH]c2ccccc12,3,12,-2,0,-3,7,6,-3,4
Cc1ccc2nc(S(=O)(=O)O)[nH]c2c1,8,4,1,1,-2,10,-9,0,-5
N#Cc1c(N)c(C(=O)c2ccc(Br)cc2)n2c1CCC2,-2,-6,-3,-1,0,2,13,-3,-13
COc1ccc(CCNC(=O)COC(=O)CCC(=O)c2cccs2)cc1OC,-15,-9,-16,3,-2,-2,-1,-5,-3
COc1ccc(C(C#N)(CC(=O)O)c2cnccn2)cc1OC (stereo not drawn),-3,-474,5,-3,-1,2,8,9,2
N#CC1=C(N)Oc2cc(Nc3ccccc3)ccc2C1c1ccncc1 (stereo not drawn),8,38,-4,77*,-3,-4,-15,-3,6
COC(=O)c1sc(NC(=O)c2ccc(OC)cc2OC)nc1C,2,-153,12,3,-6,101*,74*,-1,-17
